Giardia FBPA inh: qHTS Assay for Inhibitors of Fructose-1,6-bisphosphate Aldolase from Giardia Lamblia; Potency, µM (doses to about 59.6 µM), for inactives: at the top dose activity, negative = inhibition, actives largely listed as inhibitors; purified Giardia FBPA; A8B2U2; actives 0.71% (n = 290,000); note: potency is the fitted concentration of half-maximal effect; nearly all actives have a fitted effect of over 55% in size
Target sequence (A8B2U2 whole entry, looked up): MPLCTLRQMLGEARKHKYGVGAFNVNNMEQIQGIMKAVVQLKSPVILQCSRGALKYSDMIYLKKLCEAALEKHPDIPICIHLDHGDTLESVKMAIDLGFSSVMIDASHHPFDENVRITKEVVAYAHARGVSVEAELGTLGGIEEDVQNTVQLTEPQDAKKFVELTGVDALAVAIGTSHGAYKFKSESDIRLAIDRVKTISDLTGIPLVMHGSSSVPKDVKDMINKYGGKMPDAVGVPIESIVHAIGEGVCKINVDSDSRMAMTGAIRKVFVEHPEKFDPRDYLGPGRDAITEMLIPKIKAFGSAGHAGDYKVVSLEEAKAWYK
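Giardia FBPA (40 nM reagent) was preincubated 10 min at RT with compound (up to 57.5 uM final), then substrate plus GAPDH/TPI/NAD/arsenate coupling system with diaphorase/resazurin was added; resorufin fluorescence (525/598 nm) was read after 20 min.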
Sm TGR block: qHTS Assay for the Inhibitors of Schistosoma Mansoni Peroxiredoxins. Potency, µM (series often up to 114 µM), for inactives: at the highest dose activity change, negative = inhibition, most hits filed as inhibitors. Schistosoma mansoni thioredoxin glutathione reductase (TGR), Q962Y6. actives 3% (n = 360,000). purified TGR, DTNB reduction, TNB absorbance 405 nm; note: potency is the fitted concentration of half-maximal effect; nearly all actives have a fitted effect of over 60% in size
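TGR 20 nM + NADPH 100 uM (dispensed conc.), cpd preinc 15 min RT; start with NADPH (500 uM addition) then DTNB (15 mM addition). Kinetic TNB absorbance, 405 nm filter. Four-parameter Hill fit across titration.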
HCMV antiviral: qHTS Assay for inhibitors of the human cytomegalovirus (HCMV); HFF cells, HCMV-luciferase reporter, 72 h; active compounds read low; activity change, negative = inhibition, % at 57.5 µM; actives 4.5% (n = 410,000); in the data active = activity change below about -60%; inconclusive = no clear call, values can overlap the other calls; inactive = above about -39%
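Steps: HFFs plated, 16 h 37C; compounds added; HCMV-luciferase added to MOI 1 PFU/cell; 72 h 37C; OneGlo reagent, 5 min room temperature; luminescence read, normalized to controls.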
AMA1 RON2 block: qHTS for Inhibitors of AMA1-RON; Towards Development of Antimalarial Drug Lead: Primary Screen | Plasmodium falciparum AMA1 (3D7) - RON2 peptide interaction | AlphaScreen AMA1-biotinylated RON2 peptide binding | Potency, µM (top dose mostly 58.2 µM), for inactives: at the highest dose activity change, negative = inhibition, actives largely listed as inhibitors | actives 0.2% (n = 360,000) | AID 720542, 2013;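 note: potency is the fitted concentration of half-maximal effect; 0% = vehicle wells and -100% = peptide control; nearly all actives have a fitted effect of over 45% in size; some results filed as inactive show a strong effect at the top dose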
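AMA1 (3D7) with his tag at 25 nM final met compounds first, then biotinylated RON2 peptide at 25 nM; detection used donor plus acceptor beads, 10 µg/mL apiece, read by AlphaScreen after 30 min at room temperature.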
AmpC no deterg: qHTS Inhibitors of AmpC Beta-Lactamase (assay without detergent); P00811; AmpC nitrocefin hydrolysis, absorbance 480 nm, 0.0001% Triton; Potency, µM (series often up to 57.1 µM), for inactives: at the highest dose activity change, negative = inhibition, most hits filed as inhibitors; actives 0.52% (n = 330,000); AID 485341, 2010;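 note: potency is the fitted concentration of half-maximal effect; plate controls were no compound for no effect and no enzyme for full effect; nearly all actives have a fitted effect of over 20% in size; some results filed as inactive show a strong effect at the top dose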
Target sequence (P00811 whole entry, looked up): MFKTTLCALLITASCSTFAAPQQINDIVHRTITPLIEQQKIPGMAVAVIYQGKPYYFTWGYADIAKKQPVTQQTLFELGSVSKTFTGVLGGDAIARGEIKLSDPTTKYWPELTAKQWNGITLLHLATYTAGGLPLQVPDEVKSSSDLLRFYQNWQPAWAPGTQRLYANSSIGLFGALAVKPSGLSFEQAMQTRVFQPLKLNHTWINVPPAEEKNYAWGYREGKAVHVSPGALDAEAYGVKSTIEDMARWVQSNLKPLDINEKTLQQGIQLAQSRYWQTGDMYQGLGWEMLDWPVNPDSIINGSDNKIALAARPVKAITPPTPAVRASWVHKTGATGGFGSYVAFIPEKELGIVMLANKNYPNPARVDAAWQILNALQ
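20 mM phosphate pH 7.0 + 0.01% (detergent screen) or 0.0001% Triton X-100; 5.3 nM AmpC reagent; cpd preinc 15 min RT; nitrocefin (800 uM stock) to start; A480 q20 s × 4 min; Activity was normalised to no-enzyme and no-compound control wells.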
AmpC detergent: qHTS Inhibitors of AmpC Beta-Lactamase (assay with detergent) | actives 0.041% (n = 370,000) | AmpC hydrolysis of nitrocefin, absorbance 480 nm, 0.01% Triton | P00811 | Potency, µM (titrated, usually from 114 µM), for inactives: top-dose activity change, negative = inhibition, most hits filed as inhibitors;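 note: potency is the fitted concentration of half-maximal effect; 0% = no-compound wells and -100% = no-enzyme wells; nearly all actives have a fitted effect of over 25% in size; some results filed as inactive show a strong effect at the top dose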
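20 mM phosphate pH 7.0 + 0.01% (detergent screen) or 0.0001% Triton X-100; 5.3 nM AmpC reagent; cpd preinc 15 min RT; nitrocefin (800 uM stock) to start; A480 q20 s × 4 min; Activity was normalised to no-enzyme and no-compound control wells.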
Numbers without * were called inactive; ? = inconclusive; · = no result given; & = joins results of further samples; [ ] = another dose, or the depositor's remark. Unless noted, calls come from the whole dose curve; as a rule, active = well fitted curve in the direction sought with a large enough effect; inconclusive = small, poorly fitted or top-dose-only effect, or another doubt; inactive = no such curve, though single readings can be large; an effect the other way counts as inactive or inconclusive. Unless noted, % is set by controls: 0 for no effect and ±100 for the full control effect. No enrichment for hits (roughly 7.8% active in at least one column).

nr	SMILES	Sm TGR block	HCMV antiviral	AmpC detergent
1	Cn1c(SCC(=O)NCCc2ccccc2)nc2c([nH]c3ccccc32)c1=O	-3%	-14	-2%
2	COCCn1c(NC(=S)NC(=O)C23CC4CC(CC(C4)C2)C3)cc(=O)[nH]c1=O	-3%	32	-8%
3	O=C(O)c1cn(-c2ccc(F)cc2)c2cc(N3CCNCC3)c(F)cc2c1=O	·	-1	·
4	CC(C)Cc1ccc(S(=O)(=O)N2CCN(C(=O)c3ccco3)CC2)cc1	1%	?	-8%
5	Cc1ccc(S(=O)(=O)N2[C@@H](c3ccccc3F)C(C(=O)O)=CC[C@H]2c2ccc(Cl)c(Cl)c2)cc1	-24%	-18	3%
6	COc1ccc(C2=NOC(C(=O)Nc3cc(Br)ccc3O)C2)cc1OC (centres undefined)	-1%	-2	-7%
7	Cc1ccc(C)c(NC(=O)CN(C)C(C)C(=O)N2CC(C)CC(C)C2)c1 (centres undefined)	-18%	-19	-15%
8	Cc1c(C)c2ccc(OCC(=O)NC(Cc3ccc(Cl)cc3)C(=O)O)cc2oc1=O (centres undefined)	-2%	-37	-8%

nr	Giardia FBPA inh	AmpC no deterg	AMA1 RON2 block
1	3%	-20%	-6%
2	-12%	-20%	-7%
3	-1%	·	7%
4	2%	37%	-11%
5	·	-14%	14%
6	-2%	-48%	-7%
7	·	175%[activator]	29%
8	23%	-28%	0%

Further entries:
nr	SMILES	Sm TGR block	HCMV antiviral	AmpC detergent
9	Fc1ccc(-c2nc3c(-c4ccccc4)cnn3cc2CCN2CCOCC2)cc1	10%	-13	8%
10	C[C@H]1CN([C@@H](C)CO)C(=O)Cc2cc(NC(=O)CCC(F)(F)F)ccc2O[C@H]1CN(C)CC1CC1	·	36	·
11	O=C(c1cc(-c2cccc(Br)c2)nc2ccccc12)N1CCCC1	2%	?	4%
12	CCCOC(=O)Nc1cc(OC)c(Cl)cc1OC	-15%	-12	?
13	COc1ccc(N2CCN(C(=O)CSc3nnc(NC(=O)C4CCC4)s3)CC2)cc1	0%	-7	4%
14	C[n+]1ccc(/C=C/c2ccccc2O)c2ccccc21	-13%	-97*	2%
15	COc1ccc(Cn2nnc(C(=O)Nc3cc(OC)ccc3OC)c2N)cc1	5%	-6	-4%
16	NC(=O)CCC(NS(=O)(=O)c1ccc(Cl)cc1)C(=O)NCc1ccccc1 (centres undefined)	-2%	-7	-5%

nr	Giardia FBPA inh	AmpC no deterg	AMA1 RON2 block
9	-4%	176%[activator]	-27%
10	·	68%[activator]	-1%
11	·	106%[activator]	-8%
12	0%	-10%	-9%
13	3%	-9%	-17%
14	-17%	-24%	-5%
15	·	·	·
16	2%	0%	·

Additional compounds follow:
nr	SMILES	Sm TGR block	HCMV antiviral	AmpC detergent
17	O=C(CN1C2CCC1CC(NC(=O)C1CC1)C2)NCc1ccccc1 (centres undefined)	-4%	19	-6%
18	Cc1ccc(NC(=O)Cn2ccsc2=N)cc1S(=O)(=O)N(C)C	-4%	-37	3%
19	CCOc1ccc(N2C(=O)C(CC(=O)Nc3ccc(F)cc3)N(Cc3ccccn3)C2=S)cc1 (centres undefined)	1%	-26	-13%
20	CCOC(=O)C1(CCOC)CCN(CC(C)Cc2ccc3c(c2)OCO3)CC1 (centres undefined)	2%	-3	1%
21	O=C(NC1CCCC1)C1CCN(C(=O)c2cccc(Cl)c2)CC1	8%	-14	0%
22	CCn1cc(C(=O)NCc2ccco2)c(=O)c2cc(S(=O)(=O)N3CCC(C)CC3)ccc21	?	3	-3%
23	CC(=O)OC(C(=O)NC1CCCCC1)c1ccccc1Cl (centres undefined)	13%	70	2%
24	CN(Cc1cccnc1)C(=O)c1ccc(Cl)c(NS(=O)(=O)c2ccc(F)cc2)c1	4%	-6	0%

nr	Giardia FBPA inh	AmpC no deterg	AMA1 RON2 block
17	1%	-5%	-6%
18	0%	-27%	0%
19	-10%	123%[activator]	32%[activator]
20	6%	-6%	1%
21	1%	-11%	10%
22	-11%	134%[activator]	-30%
23	0%	10%	8%
24	·	-31%	-4%

Additional entries.
nr	SMILES	Sm TGR block	HCMV antiviral	AmpC detergent
25	O=Cc1cn(Cc2ccc(F)cc2)c2ccccc12	8%	-1	?
26	CCN(CC)C(=O)Oc1nnc(SC(C)C)n1-c1ccc(Cl)c(Cl)c1	5%	24	3%
27	CCCCN(C(=O)c1ccccc1F)c1c(N)n(CCC)c(=O)[nH]c1=O	-2%	15	3%
28	COc1cc(C(=O)O)cc(Br)c1OC1CCCC1	-5%	1	-9%
29	COc1ccc(C(CNC(=O)Cc2ccc(Cl)c(Cl)c2)N(C)C)cc1 (centres undefined)	0%	4	-4%
30	Cc1ccc(S(=O)(=O)CC(=O)c2ccc(C)c([N+](=O)[O-])c2)cc1	-2%	-28	-2%
31	CCOC(=O)C1[C@H]2C(=O)N(CCCOC)C[C@]23C=C[C@H]1O3 (some centres undefined)	0%	13	-12%
32	COC(=O)c1c(CSc2ccc(C)c(C)c2)noc1C(=O)NCc1ccc(OC)cc1	13%	-14	1%

nr	Giardia FBPA inh	AmpC no deterg	AMA1 RON2 block
25	-2%	-34%	6%
26	1%	85%[activator]	-12%
27	5%	-17%	10%
28	10%	-20%	-5%
29	4%	37%	18%
30	-4%	?	-2%
31	1%	-12%	-7%
32	-16%	-10%	64%[activator]

Rewritten field by field: four of the compounds above
(25) O=Cc1cn(Cc2ccc(F)cc2)c2ccccc12
  Sm TGR block: 8%	HCMV antiviral: -1	AmpC detergent: ?	Giardia FBPA inh: -2%	AmpC no deterg: -34%	AMA1 RON2 block: 6%

(26) CCN(CC)C(=O)Oc1nnc(SC(C)C)n1-c1ccc(Cl)c(Cl)c1
  Sm TGR block: 5%	HCMV antiviral: 24	AmpC detergent: 3%	Giardia FBPA inh: 1%	AmpC no deterg: 85%[activator]	AMA1 RON2 block: -12%

(27) CCCCN(C(=O)c1ccccc1F)c1c(N)n(CCC)c(=O)[nH]c1=O
  Sm TGR block: -2%	HCMV antiviral: 15	AmpC detergent: 3%	Giardia FBPA inh: 5%	AmpC no deterg: -17%	AMA1 RON2 block: 10%

(28) COc1cc(C(=O)O)cc(Br)c1OC1CCCC1
  Sm TGR block: -5%	HCMV antiviral: 1	AmpC detergent: -9%	Giardia FBPA inh: 10%	AmpC no deterg: -20%	AMA1 RON2 block: -5%

The results go on:
nr	SMILES	Sm TGR block	HCMV antiviral	AmpC detergent
33	Cc1ccc(NC(=O)COc2cccc(-n3cnnn3)c2)cc1S(=O)(=O)N1CCOCC1	1%	-37	3%
34	CCCN(CC(=O)Nc1ccccc1C)C(=O)CSc1ccccc1C	-1%	0	?
35	CC(C)N1CC(C(=O)Nc2ccc(Cl)c(Cl)c2)CC1=O (centres undefined)	0%	-7	-4%
36	CC(C)OC(=O)c1cc2c(=O)[nH]c(C(Cl)(Cl)Cl)nc2o1	28µM*	-27	-4%
37	O=C(Cn1ncc2c3ccccc3n(Cc3ccccc3)c2c1=O)NCc1ccccn1	-1%&1%	-34&-12	-10%&15%
38	Cc1cccc(NC(=O)c2cc(Cl)nc3ccccc23)n1	16%	-15	6%
39	COc1ccccc1C(=O)Oc1ccc2ccc(=O)oc2c1	-3%	-30	0%
40	COc1ccc(/C=N/NC(=O)c2cccnc2)cc1CN1CCc2cc(OC)c(OC)cc2C1C (centres undefined)	-2%	-13	1%

nr	Giardia FBPA inh	AmpC no deterg	AMA1 RON2 block
33	·	-26%	-5%
34	·	-14%	14%
35	15%	42%	-11%
36	-18%	-25%	6%
37	12%	0%	69%[activator]
38	-4%	-25%	-17%
39	6%	-8%	0%
40	1%	55%	5%

Additional entries.
nr	SMILES	Sm TGR block	HCMV antiviral	AmpC detergent
41	CCOC(=O)C1CCN(C(=O)Cc2ccc(C)cc2)CC1	-26%	-17	?
42	COCCNCc1ccccc1[N+](=O)[O-]	?	11	-11%
43	COc1ccccc1/C=C/c1nc(S(=O)(=O)c2ccccc2)c(N2CCC(C(N)=O)CC2)o1	-23%	-12	-4%
44	CCOC(=O)C(NC(C)=O)(OCc1ccc(F)cc1)C(F)(F)F (centres undefined)	7%	22	-12%
45	O=C(COc1ccc2c3c(c(=O)oc2c1)CCC3)NCCCN1CCOCC1	-9%	-4	0%
46	C=CCn1c(=O)c2c3c(sc2n2c(Nc4ccccc4)nnc12)CCCC3	-28%	?	-10%
47	CC(=O)Nc1ccc(NC(=O)/C=C/c2cccc(C(F)(F)F)c2)cc1	-9%	5	-12%
48	CC1(C)CC(=O)C2=C(C1)N(CC1CCCO1)C(=O)C2(NC(=O)c1cccnc1)C(F)(F)F (centres undefined)	-5%	-7	?

nr	Giardia FBPA inh	AmpC no deterg	AMA1 RON2 block
41	3%	-13%	3%
42	·	-31%	5%
43	-5%	-6%	-8%
44	6%	-9%	-9%
45	·	-13%	-2%
46	8%	-3%	-9%
47	1%	-14%	10%
48	0%	-19%	5%

Other results:
nr	SMILES	Sm TGR block	HCMV antiviral	AmpC detergent
49	O=C(c1cccnc1)N1CCN(c2ccc(Cl)cc2)CC1	0%	-28	?
50	C/C(=N\Nc1nc(N2CCOCC2)nc(N2CCOCC2)n1)c1cccc([N+](=O)[O-])c1	4%	-16	-4%
51	COc1ccnc(N=CNOCc2ccc(F)cc2Cl)c1C#N	-7%	-29	0%
52	CN(CC(=O)NCC1CCCO1)S(=O)(=O)c1ccc(Br)cc1 (centres undefined)	2%	7	1%
53	C=CCN(c1ccccc1)S(=O)(=O)c1cccc(C(=O)NCC(c2ccc(F)cc2)N2CCOCC2)c1 (centres undefined)	-2%	-30	?
54	CC(=O)Nc1ccc(NC(=O)c2c(C)nc3ccccn23)cc1	0%	12	-9%
55	C[C@H](NC(=O)c1nc[nH]c1C(=O)NCCCCCN)C(=O)OC(C)(C)C	-19%	-30	1%
56	O=C(NC(Cc1c[nH]c2ccccc12)C(=O)N/N=C/c1ccc(Cl)cc1)c1cccs1 (centres undefined)	3%	-29	3%
57	CCCCc1n[nH]c(=S)n1Cc1ccc(Cl)cc1	-2%	-29	-1%
58	N#Cc1ccccc1OCC(=O)NCC(c1cccs1)N1CCOCC1 (centres undefined)	12%	8	2%

nr	Giardia FBPA inh	AmpC no deterg	AMA1 RON2 block
49	9%	-8%	-20%
50	-1%	85%[activator]	51%[activator]
51	-1%	-9%	-10%
52	1%	-8%	-2%
53	·	217%[activator]	53%[activator]
54	7%	-7%	9%
55	·	-5%	92%[activator]
56	-5%	-42%	-5%
57	1%	-29%	10%
58	-6%	5%	-9%
